TWEAK Fn14 block – inhibitors of TWEAK-Fn14 signaling, primary screen, luciferase reporter cells, uHTS; TWEAK-stimulated Fn14 reporter cells, luciferase luminescence, 8 h; 360,000 compounds, 2% hits; inhibition, % at 10 µM; in the data active = inhibition above about 50%
HIF-2a inh – HIF-2a reporter inhibitors, primary screen, luminescence, 786-0 RCC cells; 786-0 RCC cells HIF-2a reporter, luciferase luminescence, overnight; inhibition, % at 18.8 µM; 360,000 compounds, 0.72% hits; AID 624352, 2012;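 active = inhibition of the luminescence signal of 40% or more relative to plate controls, in a single-dose primary screen at 18.75 µM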
Shn3 3UTR inh – reduction of Shn3 3'UTR firefly luciferase signal, primary screen, Schnurri-3 inhibitor project, cell-based, Clone20 osteoblasts, set 2 | 360,000 compounds, 0.52% hits | Clone20 osteoblast Shn3 3'UTR firefly luciferase, 24 h | inhibition, % at 12.5 µM;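 active = mean inhibition of at least 75% with every replicate also reaching 75%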;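 also: 0% = median of neutral control wells and 100% = pilot-screen positive control compound; some compounds past the cut are filed as inactive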
aDG glyco act – activators of alpha-DG glycosylation, primary screen, uHTS, Pro5-aDG cells, AlphaScreen | 360,000 compounds, 0.22% hits | activation, % at 10 µM | alpha-DG glycosylation AlphaScreen (IIH6); 0% Pro5, 100% B10-LARGE cell signal;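 active = activation of at least 8% versus controls, or a plate z-score of at least 8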;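 also: Pro5 are CHO cells carrying HIG-tagged alpha-DG that lacks glycosylation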
CF NFkB block – inhibitors of PAF-induced NF-kB signaling, primary screen, cell-based, GFP fluorescence, uHTS | KKLEB NF-kB-GFP reporter, GFP fluorescence overnight | inhibition, % at 5 µM | 360,000 compounds, 0.86% hits;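 active = at least 50% inhibition at 5 µM, scaled per plate between neutral and stimulator controls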;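 also: PAF is a Pseudomonas aeruginosa culture filtrate used as stimulus; plate controls were PAF-stimulated DMSO wells for no effect and unstimulated DMSO wells for full effect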
hiPSC survival – enhancers of single-cell hiPSC survival, primary screen, ATPlite luminescence; survival enhancement, % at 20 µM; 100% = ROCK inhibitor wells, 0% = DMSO; 360,000 compounds, 0.044% hits; in the data active = survival enhancement above about 18%;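 also: cells exposed to compounds for 16 hours before the ATP read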
KKLEB cytotox – cytotoxicity in KKLEB CF airway cells, primary screen, cytotoxicity control for CF NF-kB inhibitor project, cell-based, uHTS, fluorescence assay plates; KKLEB CF airway cells viability, ATPlite luminescence, overnight; active compounds read low; cells stimulated with P. aeruginosa culture filtrate; activity change (cytotoxicity), % at 5 µM; 360,000 compounds, 0.36% hits;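 active = corrected activity change at or below -50% at 5 µM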
MITF TRPM1 inh – inhibitors of MITF-dependent TRPM1 promoter reporter, primary screen, cell-based, SK-MEL-5, single point, luciferase | SK-MEL-5 TRPM1 promoter luciferase, 24 h | inhibition, % at 12.5 µM | 330,000 compounds, 0.83% hits;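 active = mean inhibition across replicates of 60% or more, whatever share of single replicates reaches that level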; also: values of inactives mirror those of a sister screen read the other way
NR2E3 ag-1 – inhibitors of NR2E3-RetCOR corepressor binding, primary screen, NR2E3 agonist project, biochemical, TR-FRET, GST-NR2E3, biotin-RetCOR; inhibition of corepressor binding, % at 4.78 µM; 1536-well; AID 2300, 2010; Photoreceptor-specific nuclear receptor (Homo sapiens), Q9Y5X4; 320,000 compounds, 0.12% hits;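 active = percent inhibition above the cutoff of mean plus 3 SD of all tested compounds, set per screening campaign, cut at about 20% in these data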;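 also: 0% = DMSO wells and 100% = biotin wells as full block of FRET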
Target sequence (Q9Y5X4 whole entry, looked up): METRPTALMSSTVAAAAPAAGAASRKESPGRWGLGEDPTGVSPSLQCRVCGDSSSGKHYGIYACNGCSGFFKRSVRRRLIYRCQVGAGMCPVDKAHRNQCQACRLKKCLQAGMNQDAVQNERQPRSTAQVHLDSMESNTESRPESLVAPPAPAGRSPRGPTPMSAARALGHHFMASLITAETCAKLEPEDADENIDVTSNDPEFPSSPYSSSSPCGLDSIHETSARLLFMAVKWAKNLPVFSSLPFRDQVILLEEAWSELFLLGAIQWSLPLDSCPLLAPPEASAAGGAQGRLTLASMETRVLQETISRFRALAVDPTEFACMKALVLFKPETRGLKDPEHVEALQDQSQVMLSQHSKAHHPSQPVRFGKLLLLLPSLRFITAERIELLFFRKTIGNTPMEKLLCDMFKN
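Material: NR2E3–RetCOR corepressor complex | Quantity: 1.35 nM GST-tagged NR2E3 final | Schedule: 5 h at 4 °C | Replication: Singlicate compound wells | Reagent: RetCOR corepressor, biotinylated, 7 nM | Controls: Biotin wells as high control, 0.6% DMSO wells as low control | Signal: TR-FRET, Eu(K)-anti-GST donor, streptavidin-D2 acceptor, ex 340, em 617/671 nm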
NR2E3 ag-2 – NR2E3 agonists in two-hybrid cells, primary screen, cell-based, luminescence, CHO-S, Gal4-NCOR/VP16-NR2E3; luciferase; AID 602229, 2012; inhibition of corepressor binding, % at 3.98 µM; Photoreceptor-specific nuclear receptor (Homo sapiens), Q9Y5X4; 360,000 compounds, 0.35% hits;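 active = inhibition above the mean of all tested compounds plus 3 SD, cut at about 70% in these data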;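 also: 0% = DMSO with NR2E3 transfected cells and 100% = cells lacking NR2E3 construct; higher means lower luciferase signal from less NR2E3 corepressor binding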
Peg3 prom inh – Peg3 promoter-driven luciferase inhibitors, primary screen, cell-based, HeLa, luciferase luminescence | HeLa PEG-Prom luciferase reporter, overnight | inhibition, % at 20 µM | 360,000 compounds, 1.7% hits | AID 588405, 2011;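 active = inhibition of at least 50% at 20 µM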
An asterisk follows results filed as active; x = not tested or not shown. No enrichment for hits; about 4.4% have a hit in one of these screens.

The first 10 entries (preview)
Molecule	TWEAK Fn14 block	NR2E3 ag-2	Shn3 3UTR inh	CF NFkB block	KKLEB cytotox	Peg3 prom inh	MITF TRPM1 inh	HIF-2a inh	aDG glyco act	hiPSC survival	NR2E3 ag-1
O=C(C1CCN(S(=O)(=O)c2cnc[nH]2)CC1)N1CCc2ccccc2C1	-12	-6	10	8	2	13	0	10	0.0	0.4	3
CCC(=O)c1ccc(OCCN2CCOCC2)cc1	-26	-6	-15	-18	9	-17	1	-14	0.0	1.6	-5
Cc1ccc(CN2C(=O)CCC2(C)c2nnnn2-c2c(C)cccc2C)cc1 (centres undefined)	-21	-20	x	x	x	x	x	6	0.1	0.1	x
COc1ccccc1C(=O)NCCCCNC(=O)c1ccccc1OC	-5	-9	3	4	4	-3	13	10	0.0	0.7	2
CC1CN(c2nc(N(C)c3ccccc3)nc(N)c2[N+](=O)[O-])CC(C)O1 (centres undefined)	-14	-19	-4	5	-5	16	5	-6	-0.1	1.0	-4
Cc1cccc(N2CCCn3c2nc2c3c(=O)n(CCN3CCOCC3)c(=O)n2C)c1	108*	3	5	5	-21	29	17	14	0.2	-1.2	1
Cc1cccc(CNC(=O)c2ccc(NC(=O)C3=CSCCO3)cc2)c1	-25	-7	-29	-30	4	-121	-45	-126	-0.1	-0.4	-3
CCn1c(N)c(C(=O)NCc2ccco2)sc1=S	1	4	0	4	-18	-7	-5	13	-0.2	1.1	2
Cc1ccccc1NC(=O)Cc1nc(COC(=O)c2ccc(Cl)c(S(N)(=O)=O)c2)cs1	1	-4	9	-20	3	13	1	-2	0.3	-0.5	3
O=C(COC(=O)CCC1CCCC1)Nc1ccc(Cl)cc1F	9	-36	9	-11	20	-2	2	14	0.0	0.2	1

All compounds of this part, repeating the preview:
Molecule	TWEAK Fn14 block	NR2E3 ag-2	Shn3 3UTR inh	CF NFkB block	KKLEB cytotox	Peg3 prom inh	MITF TRPM1 inh	HIF-2a inh	aDG glyco act	hiPSC survival	NR2E3 ag-1
O=C(C1CCN(S(=O)(=O)c2cnc[nH]2)CC1)N1CCc2ccccc2C1	-12	-6	10	8	2	13	0	10	0.0	0.4	3
CCC(=O)c1ccc(OCCN2CCOCC2)cc1	-26	-6	-15	-18	9	-17	1	-14	0.0	1.6	-5
Cc1ccc(CN2C(=O)CCC2(C)c2nnnn2-c2c(C)cccc2C)cc1 (centres undefined)	-21	-20	x	x	x	x	x	6	0.1	0.1	x
COc1ccccc1C(=O)NCCCCNC(=O)c1ccccc1OC	-5	-9	3	4	4	-3	13	10	0.0	0.7	2
CC1CN(c2nc(N(C)c3ccccc3)nc(N)c2[N+](=O)[O-])CC(C)O1 (centres undefined)	-14	-19	-4	5	-5	16	5	-6	-0.1	1.0	-4
Cc1cccc(N2CCCn3c2nc2c3c(=O)n(CCN3CCOCC3)c(=O)n2C)c1	108*	3	5	5	-21	29	17	14	0.2	-1.2	1
Cc1cccc(CNC(=O)c2ccc(NC(=O)C3=CSCCO3)cc2)c1	-25	-7	-29	-30	4	-121	-45	-126	-0.1	-0.4	-3
CCn1c(N)c(C(=O)NCc2ccco2)sc1=S	1	4	0	4	-18	-7	-5	13	-0.2	1.1	2
Cc1ccccc1NC(=O)Cc1nc(COC(=O)c2ccc(Cl)c(S(N)(=O)=O)c2)cs1	1	-4	9	-20	3	13	1	-2	0.3	-0.5	3
O=C(COC(=O)CCC1CCCC1)Nc1ccc(Cl)cc1F	9	-36	9	-11	20	-2	2	14	0.0	0.2	1
CCC(C)N1CC(O)=C(c2nc3ccccc3[nH]2)C1=N (centres undefined)	-33	-25	-71	-1	4	-150	-62	-190	0.1	-1.1	-1
COc1ccc(/C=N/NC(=O)c2cc(-c3cccnc3)nc3ccccc23)c(OC)c1	-7	-26	-2	-14	4	9	-16	22	0.9	-0.6	3
O=S(=O)(Nc1ccccc1Cl)c1cccc2nsnc12	26	16	13	-8	-4	15	0	21	0.1	-0.5	2
CCOC(=O)c1sc(=S)n(C)c1C	-4	-14	-1	9	1	20	2	8	0.0	-1.9	3
CCCS(=O)(=O)NC(=O)C1(C)CCCN(C(=O)c2c(F)cccc2F)C1 (centres undefined)	9	-4	11	6	-4	-1	x	13	-0.1	-2.2	x
CCOC(=O)C1CCN(C(=O)CN(c2cc(Cl)ccc2OC)S(=O)(=O)c2ccccc2)CC1	11	-20	11	-30	0	27	-4	10	-0.1	-0.5	-1
CCc1nc2c(OCc3ccc(C(=O)OC)cc3)cccn2c1N(C)C(=O)CC(C)C	-13	-28	-24	-1	-11	15	x	12	0.2	-0.2	x
CCCNS(=O)(=O)c1cccc2cccnc12	2	-5	3	11	3	-5	-3	11	0.0	0.4	2
O=[N+]([O-])c1cc2c(c(CSc3nnc(Nc4ccccc4)s3)c1)OCOC2	22	1	85	-4	4	10	2	15	0.1	1.9	7
Cc1cc(N(C)C(=O)c2ccc3c(c2)S(=O)(=O)c2cc(Cl)ccc2C3=O)c(C(F)(F)F)o1	-19	5	4	20	-7	-12	-11	-3	-0.1	-0.5	x
COc1ccc(NC(=O)O/N=C/c2ccncc2)cc1	-9	-8	-31	-2	-2	-83	1	-149	-0.1	2.0	1
Nc1ccc(Oc2cccc(Oc3ccc(N)cc3)c2)cc1	82*	34	45	-12	9	30	81*	90*	-0.4	1.8	2
O=C(CN1CCN(Cc2ccccc2)CC1)NC(=O)NC1CCCCC1	2	-6	13	-2	-5	18	2	19	0.0	0.6	1
COCc1[nH][nH]c(=O)c1C=NCC(=O)OC	-31	-9	-7	7	4	-2	14	5	0.2	-1.2	4
CC(C)(C)n1nnnc1C(c1ccccc1)N1CCN(C/C=C/c2ccccc2)CC1 (centres undefined)	-5	-3	2	-15	4	-37	x	-4	0.1	-2.4	x
Oc1c(N=NC(=S)Nc2ccccc2F)c2ccccc2n1Cc1ccccc1Cl	-6	-14	28	16	-14	12	10	19	0.1	-0.5	-1
O=C(O)c1cccc(NC(=S)N/N=C/c2ccccc2OCc2cccc(Br)c2)c1	2	-32	-27	-15	-7	-30	-15	-18	0.2	2.5	x
COc1ccc(C(=O)[C@H]2[C@H]3C(=O)N(c4ccc(OC(C)=O)cc4)C(=O)[C@H]3C3C=CC=NN32)cc1 (some centres undefined)	-8	3	-1	17	2	15	13	17	-0.1	0.1	0
CC/C(C)=N/Nc1nc2c(c(=O)[nH]c(=O)n2C)n1Cc1ccccc1	6	-20	6	-1	-7	13	1	15	-0.1	-0.8	-1
CCOC(=O)c1cc(CC)sc1NC(=O)c1cc([N+](=O)[O-])ccc1N1CCOCC1	-13	-33	34	37	-29	4	30	11	-0.1	-1.3	2
Cn1c(NCCc2ccncc2)nc2cc(-c3ccccc3)sc2c1=O	-12	-22	-21	9	-7	-142	x	-221	0.7	0.5	x
C/C(Cl)=C/Cc1c(C)[nH]c2ccc(C)cc2c1=O	-18	-47	-21	-19	-2	-87	-42	-140	0.0	-2.3	-1
Cc1cc(S(=O)(=O)NCc2ccccc2)ccc1OCC(=O)NCc1cccnc1	-10	-12	6	-5	3	4	6	8	-0.1	-0.5	1
O=C(CSc1nnc(-c2ccncc2)n1-c1ccccc1)NCC1CCCO1 (centres undefined)	15	-11	-15	0	-2	16	7	5	-0.1	0.0	1
COc1ccc(CCN(Cc2cc3cccc(C)c3[nH]c2=O)C(=O)NC2CCCCC2)cc1OC	19	-20	1	-13	8	16	2	23	0.3	0.1	4
O=C(CC1C(=O)NC2CCCCC2N1C(=O)c1ccc(F)cc1)Nc1ccccc1 (centres undefined)	-1	12	3	-11	14	-7	-9	18	-0.1	2.0	-1
NC(=O)CSc1n[nH]c(-c2ccco2)n1	1	-13	0	-17	-1	7	12	22	0.0	-0.5	5
CCCCNc1c(-c2ccc(F)cc2)nc2nc(C)cc(C)n12	-4	-28	x	x	x	x	x	0	-0.1	0.4	x
COc1cccc(C(=O)OC(C)C(=O)NCC2CCCCC2)c1 (centres undefined)	-7	-15	5	24	-4	12	-8	11	0.0	0.9	-1
COc1ccc(CC(NC(C)=O)C(=O)NC2CCN(C(=O)Nc3ccccc3C)CC2)cc1OC (centres undefined)	36	7	-16	5	-5	-14	1	13	-0.1	-0.3	1
CCOC(=O)c1sc(NC(=O)c2ccc(C)s2)cc1C	-7	-109	-59	-14	-2	-245	-66	-264	1.6	-3.3	4
Cc1ccc(OCCn2c(=O)oc3ccc(C)cc32)cc1	-4	-4	3	-35	2	-62	-9	-137	0.3	-0.1	0
CCCCCN(C(=O)NC(=O)Nc1ccccc1C)S(=O)(=O)c1ccccc1	-9	-20	16	0	-1	-46	1	-57	0.0	-0.7	0
O=C(CNS(=O)(=O)c1ccccc1F)OCC(=O)c1c[nH]c2ccccc12	11	-23	4	8	6	11	11	7	-0.2	0.8	2
Nc1nc(NCCCN2CCOCC2)nc(Nc2ccc(F)cc2)c1[N+](=O)[O-]	-9	-13	-4	-48	2	37	-10	8	-0.2	1.7	-3
C(=NN=Cc1c[nH]c2ccccc12)c1c[nH]c2ccccc12	-14	-33	-38	-17	-3	-250	x	-233	0.1	-1.6	x
O=C(CCNC(=O)c1ccc(Br)cc1)Nc1ccc(S(=O)(=O)N2CCOCC2)cc1	-13	17	6	-8	11	2	0	14	-0.2	-0.4	x
O=[N+]([O-])c1ccc(S(=O)(=O)NCC2CCCO2)cc1 (centres undefined)	-1	-23	-19	7	-12	2	-4	21	0.0	0.1	1
CC1CCN(c2ccc(S(=O)(=O)N3CCC(C)CC3)cc2N)CC1	16	100*	72	13	14	-3	7	-27	1.0	0.3	-1

High-throughput results from PubChem.
